# Bioassay records deposited in PubChem BioAssay by several laboratories.
# NF-kB expr up: compounds increasing NF-kB expression in human neuronal cells; NF-kB reporter expression; active compounds read high; fold change at 12.5 µM; 1.6% of 190,000 active; in the data active = fold change above about 3.3
# G6PDH CS: counter-screen for G6PDH assay hits: L. mesenteroides G6PDH inhibition; Purified L. mesenteroides G6PDH, diaphorase/resazurin coupled fluorescence, 45 min; 0.12% of 200,000 active; AID 1020; inhibition, % at 5 µM; in the data active = inhibition above about 50%
# FLuc inhib CS: Photinus pyralis luciferase inhibition counter-screen. P08659. ATPLite firefly luciferase biochemical luminescence, 10 min. inhibition, % at 10 µM. 1.5% of 200,000 active;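 active = inhibition above about 50% when tested at 10 µM, limit read from the data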
# APP 5'UTR act: APP 5'UTR luciferase reporter activation. SH-SY5Y APP 5'UTR luciferase reporter, luminescence; zero percent = DMSO vehicle wells. 1% of 190,000 active. activation, % at 2 µM;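 active = activation above a set limit, based on mean plus 3 SD of controls, cut at about 140% in these data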; also: values of inactives mirror those of a sister screen read the other way
# TLR4-MyD88 BLA: inhibitors of human TLR4-MyD88 binding. HeLa CL3-4 TLR4/MyD88 BLA complementation, FRET ratio. 0.18% of 200,000 active. inhibition, % at 8.4 µM. O00206+Q99836; in the data active = inhibition above about 25%;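 also: 0% = vehicle and 100% = reference inhibitor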
# Target sequence (O00206 whole entry, looked up): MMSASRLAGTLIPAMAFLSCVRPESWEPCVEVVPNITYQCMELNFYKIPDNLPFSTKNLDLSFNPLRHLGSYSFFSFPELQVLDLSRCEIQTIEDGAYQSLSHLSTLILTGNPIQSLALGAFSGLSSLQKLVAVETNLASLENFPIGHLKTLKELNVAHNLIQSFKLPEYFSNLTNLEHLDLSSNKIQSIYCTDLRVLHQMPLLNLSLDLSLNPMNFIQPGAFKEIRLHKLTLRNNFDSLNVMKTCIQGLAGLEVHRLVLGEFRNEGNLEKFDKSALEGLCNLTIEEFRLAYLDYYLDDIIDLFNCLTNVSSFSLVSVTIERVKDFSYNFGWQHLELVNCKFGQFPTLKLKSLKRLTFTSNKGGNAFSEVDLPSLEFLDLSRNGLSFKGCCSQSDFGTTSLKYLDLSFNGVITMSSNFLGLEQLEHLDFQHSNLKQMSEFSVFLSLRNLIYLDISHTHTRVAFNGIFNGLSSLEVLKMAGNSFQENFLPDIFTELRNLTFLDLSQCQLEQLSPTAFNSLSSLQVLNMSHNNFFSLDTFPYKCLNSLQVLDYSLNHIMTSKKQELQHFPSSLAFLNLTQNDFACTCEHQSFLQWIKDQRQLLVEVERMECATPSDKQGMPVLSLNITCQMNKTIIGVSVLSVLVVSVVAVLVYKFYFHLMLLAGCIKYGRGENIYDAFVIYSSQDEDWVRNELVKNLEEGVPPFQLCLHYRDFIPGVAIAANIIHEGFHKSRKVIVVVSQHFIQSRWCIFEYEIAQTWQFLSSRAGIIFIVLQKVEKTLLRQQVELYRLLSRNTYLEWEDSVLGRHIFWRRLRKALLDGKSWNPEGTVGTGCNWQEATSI
# Target sequence (Q99836 whole entry, looked up): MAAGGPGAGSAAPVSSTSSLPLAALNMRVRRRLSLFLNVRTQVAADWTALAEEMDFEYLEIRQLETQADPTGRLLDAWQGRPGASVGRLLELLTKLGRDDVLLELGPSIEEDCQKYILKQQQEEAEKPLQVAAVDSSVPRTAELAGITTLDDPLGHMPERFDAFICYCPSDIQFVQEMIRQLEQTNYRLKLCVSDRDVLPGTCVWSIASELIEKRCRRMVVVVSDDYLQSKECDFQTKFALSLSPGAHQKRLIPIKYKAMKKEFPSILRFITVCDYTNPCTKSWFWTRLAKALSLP
# Diaphorase inh: inhibits diaphorase or chemically oxidizes, flagging diaphorase assay artifacts; diaphorase resazurin-to-resorufin fluorescence, NADH, 16 min; bacterial (C. kluyveri) enzyme, not human; inhibition, % at 20 µM; 0.69% of 190,000 active; AID 1217;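 active = primary screen inhibition at 20 µM above a set limit, cut at about 50% in these data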;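 also: plate controls were DMSO with full reaction for no effect and wells lacking NADH for full effect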
#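 Test system: Clostridium kluyveri diaphorase enzyme / Quantity: diaphorase at 0.14 U/mL in enzyme working solution / Incubation: 16-min room-temperature incubation before reading / Benchmarks: NADH-free wells as positive control, DMSO-only neutral wells / Signal: resorufin fluorescence 544/590 nm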
# APP 5UTR inh: APP translation inhibition; SH-SY5Y APP 5'UTR-luciferase reporter, luminescence; inhibition, % at 2 µM; 0.82% of 190,000 active;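 active = inhibition above a set limit, derived from the sample mean plus 3 SD, cut at about 45% in these data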; also: values of inactives mirror those of a sister screen read the other way
# Diaphorase act: diaphorase activation or chemical reduction counter-screen. activation factor at 20 µM. 0.005% of 190,000 active. AID 1229. Diaphorase/resazurin coupled assay, resorufin fluorescence, 16 min; active compounds read high; 1 = vehicle wells, 0 = NADH-free wells;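 active = diaphorase activity raised at least twofold by the compound at 20 µM; inactive = activation factor below 2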
#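 Measured by – red resorufin fluorescence at 544/590 nm excitation/emission · Test system – Clostridium kluyveri diaphorase, purified enzyme · Incubation – reaction time 16 min, room temperature · Buffer or medium – 50 mM HEPES pH 7.4 with 4.542 mM MgCl2, 0.005% Tween 20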
# STAT1 activator: STAT1 signaling activation. NIH 3T3 STAT1-luciferase reporter, IFN-gamma, luminescence; 100% = IFN-gamma alone, no compound. activation (% of control), % at 5.5 µM. 2.6% of 200,000 active. AID 932;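 active = activation above the screen-wide mean activation plus 3 SD, cut at about 130% in these data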;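 also: raw ratio to IFN-gamma control signal so 100% means no change and 0% no light; values of inactives mirror those of a sister screen read the other way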
# FLuc act counter: firefly luciferase counter-screen for stimulation assays; 200,000 tested, under 10 active; activation factor at 10 µM; ATPlite luciferase biochemical, luminescence, 10 min; 0 = ATP-free wells, 1 = DMSO control; P08659; AID 1027;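 active = luciferase activation factor, scaled between plate controls, of at least 2 with compound at 10 µM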
#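 Material: Luciferase/luciferin reagent mix | Doses: Test compounds dosed from 2 mM stocks in 100% DMSO | Timing: 10 min incubation after luciferase reagent addition, room temperature | Measured by: Luminescence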
# Starred values were filed as active, the others as inactive; . = not tested or not shown.
SMILES,NF-kB expr up,G6PDH CS,FLuc inhib CS,APP 5'UTR act,TLR4-MyD88 BLA,Diaphorase inh,APP 5UTR inh,Diaphorase act,STAT1 activator,FLuc act counter
CCOC(=O)c1cnc(SCC(=O)Nc2ccccc2N2CCOCC2)nc1N,.,.,.,6,23,.,-6,.,98,.
Cc1ccccc1/C(N)=N/OC(=O)N1c2ccccc2Sc2ccccc21,1.1,-4,-1,1,-23,11,-1,0.9,102,1
CCCN1c2cccc3cccc(c23)S1(=O)=O,1,13,2,20,6,1,-20,1,104,1
CC1(C)CC(=O)N(CC(=O)N2CCN(c3ncccn3)CC2)c2ccccc2S1(=O)=O,0.97,-1,-2,-5,4,3,5,1,98,1
CC(C)Nc1c(N)c(=O)oc2ccccc12,1.1,3,0,-1,2,8,1,0.9,102,1
COC(=O)CN(c1ccc(F)cc1)S(=O)(=O)c1ccccc1,1.2,-7,-4,21,2,15,-21,0.8,109,1
CCOc1ccc(C(=O)NC2CCN(C(=O)N3CCCC3)CC2)cc1,1,10,1,-13,3,14,13,0.9,100,1
COc1ccc(N2C(=O)CC(NCc3cccc(F)c3)C2=O)cc1 (stereo unspecified),.,9,-10,.,.,6,.,0.9,.,1.1
COc1cccc(NC2c3ccccc3C(=O)N2Cc2ccco2)c1 (stereo unspecified),1.1,10,-3,6,4,18,-6,0.8,97,1
CC(C)c1ccc(NC(=O)N(CCc2nc3ccccc3[nH]2)C2CCCC2)cc1,1.3,2,10,-2,-6,2,2,1,98,0.9
Fc1ccc(-c2[nH]ncc2CN(CC2CCC2)CC2CCCO2)c(F)c1 (stereo unspecified),1.1,16,-2,-6,2,4,6,1,99,1
CCOC(=O)C1=NN(c2ccc(C)cc2)C2(S1)SC(C(C)=O)=C(C)N2c1ccccc1 (stereo unspecified),0.81,-2,-8,6,4,16,-6,0.8,98,1.1
O=C(O)c1nn(CC(=O)N(C2CCCCC2)C2CCCCC2)c(=O)c2ccccc12,1.2,-1,-5,5,-3,-2,-5,1,98,1.1
N=c1oc2cc(O)ccc2cc1C(=O)Nc1ccccn1,1.4,1,16,-10,-80,13,10,0.9,110,0.8
COc1ccccc1C/C(N)=N/OC(=O)c1cccc([N+](=O)[O-])c1C,1,6,-8,-7,-3,18,7,0.8,100,1.1
O=C(Nc1cccc(S(=O)(=O)N2CCOCC2)c1)c1cnccn1,0.94,-4,-6,2,-3,4,-2,1,101,1.1
CCS(=O)(=O)N1CCN(c2ccc([N+](=O)[O-])c(NCC3CCCO3)c2)CC1 (stereo unspecified),1.2,7,-9,5,-16,38,-5,0.6,95,1.1
O=c1cc([O-])[n+]2c3n1CCCN3CCC2,0.92,6,-7,8,6,11,-8,0.9,99,1.1
O=[N+]([O-])c1ccc(N2CCCCC2)cc1SCCO,0.95,2,-6,-17,-6,22,17,0.8,92,1.1
Cc1ccc(S/C(=N\S(=O)(=O)c2ccc(Cl)cc2)c2ccccc2)cc1,0.92,7,-4,2,-3,0,-2,1,99,1

# In the list so far, 2 have an aryl thioether with sulfur outside any ring:
SMILES,NF-kB expr up,G6PDH CS,FLuc inhib CS,APP 5'UTR act,TLR4-MyD88 BLA,Diaphorase inh,APP 5UTR inh,Diaphorase act,STAT1 activator,FLuc act counter
CCOC(=O)c1cnc(SCC(=O)Nc2ccccc2N2CCOCC2)nc1N,.,.,.,6,23,.,-6,.,98,.
O=[N+]([O-])c1ccc(N2CCCCC2)cc1SCCO,0.95,2,-6,-17,-6,22,17,0.8,92,1.1

# Going on with the list:
SMILES,NF-kB expr up,G6PDH CS,FLuc inhib CS,APP 5'UTR act,TLR4-MyD88 BLA,Diaphorase inh,APP 5UTR inh,Diaphorase act,STAT1 activator,FLuc act counter
Cc1cc(C)cc(OCC(=O)NC2CCCc3ccccc32)c1 (stereo unspecified),1.1,4,-5,20,-4,3,-20,1,96,1.1
COc1ccc(-c2nnc(SCc3csc(N)n3)n2C)cc1,1.2,10,-5,-10,9,15,10,0.9,99,1.1
CC(=O)/C(N=Nc1ccc2c(c1)OCO2)=C(\C)O,1.1,7,16,37,9,-10,-37,1.1,138*,0.8
COCCCN(C(C)=O)c1nc(-c2ccccc2)cs1,1.6,-6,-4,10,6,2,-10,1,138*,1
CCN1C(=O)/C(=C2/SC(C)=C(C)N2CC)SC1=S,1.2,2,-2,-7,-7,20,7,0.8,111,1
CC(C)(C)c1cc(C(=O)N2CCN(c3ncccn3)CC2)ccn1,4.8*,2,-6,4,-8,4,-4,1,96,1.1
O=C1N(CCCCN2C(=O)C3(OCCO3)c3ccccc32)c2ccccc2C12OCCO2,0.58,-8,-10,9,1,18,-9,0.8,107,1.1
COc1ccc(CCn2c(N)c(S(=O)(=O)c3cccs3)c3nc4ccccc4nc32)cc1OC,0.79,0,-8,2,6,21,-2,0.8,106,1.1
N#CC1=C(N)C2=C(N3CCCCC3)CCCC2C1(C#N)C#N (stereo unspecified),0.9,13,-6,4,8,30,-4,0.7,97,1.1
CN(C)CCSc1nnc2[nH]c3ccccc3c2n1,1.3,2,-1,-1,7,0,1,1,102,1
COCC(=O)Nc1nnc(CCc2ccccc2)s1,1.2,4,-3,21,-7,19,-21,0.8,100,1
CN(C)S(=O)(=O)Oc1cccc(C(=O)Nc2ccc(Cl)c(Cl)c2)c1,4.2*,7,1,174*,10,18,-174,0.8,137*,1
O=C(COc1ccc(Br)cc1F)NC1CCN(Cc2ccccc2)CC1,0.7,3,-10,9,-4,9,-9,0.9,99,1.1
CCOC(=O)c1ccc(NC(=O)CCc2nc(-c3ccccc3Cl)no2)cc1,0.83,-41,-3,1,14,22,-1,0.8,98,1
CCOC(=O)c1ccc(NC(=O)C(=O)NCc2ccc(/C=C(/C#N)C(=O)NCCOC)o2)cc1,1.3,6,0,-20,-6,1,20,1,101,1
Cc1ccc(S(=O)(=O)O/N=C2/CCCc3occc32)cc1,1.4,2,-6,-6,-11,13,6,0.9,102,1.1
O=c1[nH]c2cccnc2n1Cc1ccco1,1.1,23,-2,10,-6,-21,-10,1.2,99,1
CC(Sc1n[nH]c(N)n1)C(=O)Nc1ccccc1-c1ccccc1 (stereo unspecified),0.91,2,-5,14,2,2,-14,1,101,1.1
CCC(C)C(NC(=O)c1ccccc1NC(=O)c1ccco1)C(=O)NNC(=O)c1ccc(OC)cc1 (stereo unspecified),1,16,-6,6,2,13,-6,0.9,104,1.1
Nc1n[nH]c(-c2ccc(F)cc2)n1,1,7,-3,18,2,20,-18,0.8,106,1
CCOC(=O)COC(=O)c1ccc(O)cc1,1.3,-2,-3,15,-15,13,-15,0.9,110,1
Cc1ccc(NC(=O)c2cc(=O)c3ccccc3o2)cc1,1.6,17,9,-15,2,6,15,0.9,122,0.9
COC(=O)Nc1sc2c(c1C(N)=O)CCC(C)C2 (stereo unspecified),1.1,8,0,10,0,37,-10,0.6,103,1
O=C(NCCO)/C(=C\c1cccs1)NC(=O)c1cccs1,0.98,18,-5,-2,16,-5,2,1.1,102,1
C/C(=N/Oc1nc(C)cc(C)n1)c1ccc(F)cc1,1.6,4,4,32,-3,13,-32,0.9,113,1
CCn1cc(C(=O)N2CCN(c3ccc(OC)cc3)CC2)c2cc(OC)c(OC)cc2c1=O,1.1,4,-4,8,-8,2,-8,1,95,1
O=C(CCCOc1ccc(Cl)cc1Cl)N1CCN(c2ccccn2)CC1,0.91,1,-6,-8,8,27,8,0.7,102,1.1
O=S(=O)(c1ccc(Oc2ccc(-c3nnco3)cc2)nc1)N1CCC(Cc2ccccc2)CC1,0.94,-5,-11,-20,11,12,20,0.9,95,1.1
CCCS(=O)(=O)N1CCC(C(=O)NCCCN2CCCC2=O)CC1,1.4,-10,-4,-2,5,5,2,0.9,105,1
CS(=O)(=O)N1CCC(c2noc(-c3ccc(C(F)(F)F)cc3)n2)CC1,1.3,10,-2,-2,0,18,2,0.8,100,1
CCOc1ccc2nc(SCC(=O)N(C)C)[nH]c2c1,2.5,9,9,39,-6,12,-39,0.9,133*,0.9
O=C(O)CCC(=O)NNC(=O)c1cccs1,1.1,6,-7,22,-6,12,-22,0.9,105,1.1
O=C(Nc1ccc(N2CCN(c3ccc(O)cc3)CC2)cc1)Oc1ccccc1,1.3,-2,-4,1,-11,24,0,0.8,95,1
Cc1nnc(SCC(=O)NCc2ccc(F)cc2)[nH]c1=O,0.98,6,-4,12,-15,-2,-12,1,102,1
CCOc1ccc(NC(=O)CN(C)c2ccc(S(=O)(=O)N(C(C)C)C(C)C)cn2)cc1OCC,0.74,10,-7,-7,-2,10,7,0.9,107,1.1
Cc1cccc2c1OCC/C2=N\NC(=O)COc1ccccc1,1.9,10,1,-5,1,-1,5,1,121,1
CC(C)(C)C(=O)[C@H]1[C@H](c2ccccc2)[C@@]2(N=C(c3ccccc3)OC2=O)C2c3ccccc3C=NN21 (stereo partly specified),1,15,-1,29,-7,10,-29,0.9,110,1
COc1ccccc1C1C(C#N)=C(N)Oc2cc(C)n(CCCn3ccnc3)c(=O)c21 (stereo unspecified),0.9,3,-6,17,-7,3,-17,1,97,1.1
O=C(CSc1nc(-c2ccc(F)cc2)cc(C(F)(F)F)n1)NCc1cccs1,1,5,-8,-20,-3,7,20,0.9,93,1.1
Nc1c(C(=O)Nc2cccc(Cl)c2Cl)sc2nc(-c3cccnc3)ccc12,1.2,-29,-7,-11,5,6,11,0.9,99,1.1

# Quoted from the listing.
# Entry of `Nc1c(C(=O)Nc2cccc(Cl)c2Cl)sc2nc(-c3cccnc3)ccc12` in STAT1 activator: 99
# Entry of `Cc1nnc(SCC(=O)NCc2ccc(F)cc2)[nH]c1=O` in FLuc act counter: 1
# Entry of `CCOc1ccc2nc(SCC(=O)N(C)C)[nH]c2c1` in Diaphorase act: 0.9
# Entry of `CCOc1ccc(NC(=O)CN(C)c2ccc(S(=O)(=O)N(C(C)C)C(C)C)cn2)cc1OCC` in Diaphorase inh: 10

# Continued.
SMILES,NF-kB expr up,G6PDH CS,FLuc inhib CS,APP 5'UTR act,TLR4-MyD88 BLA,Diaphorase inh,APP 5UTR inh,Diaphorase act,STAT1 activator,FLuc act counter
COC(=O)c1cc2nc(-c3ccc(OC)cc3)cc(C(F)(F)F)n2n1,0.9,5,-2,1,4,12,-1,0.9,95,1
O=C(Nc1cc(S(=O)(=O)N2CCOCC2)ccc1N1CCOCC1)c1ccc(S(=O)(=O)N2CCCCC2)cc1,0.92,13,-2,3,17,-12,-3,1.1,101,1
Cc1noc(C)c1C(=O)OCC(=O)Nc1cccc(S(N)(=O)=O)c1,1.1,-4,-6,3,7,2,-3,1,94,1.1
COc1cccc(-c2cc(C(=O)Nc3cnn(Cc4ccc(F)cc4)c3)no2)c1,1,3,-6,18,-5,6,-18,0.9,107,1.1
COc1ccc(S(=O)(=O)N2CCCC2C(=O)Nc2nc3c(s2)CCCC3)cc1 (stereo unspecified),0.92,8,-7,-1,-11,13,2,0.9,95,1.1
CC(=O)Nc1ccc(S(=O)(=O)N(C)CC(=O)OCC(=O)N2CCc3ccccc32)cc1,1.1,10,-3,-8,9,14,8,0.9,102,1
COc1ccc(Br)cc1CNC(=O)Cc1c(C(=O)O)[nH]c2ccc(Cl)cc12,1.4,9,-6,-14,-14,15,14,0.8,100,1.1
